# MT stabilize HCS: microtubule stabilizers in HeLa cells, primary screen, imaging, high-content imaging; HeLa tubulin immunostaining HCS, 24 h; share of cells brighter than vehicle mean+2SD; 200,000 tested, 0.83% active; AID 2205, 2009; % tubulin-high responders, % at 10 µM;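 active = plate Z-score above 3 for both tubulin-high and condensed-nucleus cell shares, with cell loss under 80%, at 10 µM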;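 note: anti alpha tubulin signal scored within the nucleus-defined area of each cell; some results filed as inactive read as strong as hits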
# Ins promoter up: insulin promoter activators in MIN6 cells, imaging, high-content screening, mouse beta cells; MIN6 insulin promoter-GFP reporter; hits give high values; z-score at 5 µM; 190,000 tested, 0.3% active; AID 1625, 2009;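 active = z-score above 3 at 5 µM with at least 500 cells counted in the well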
# Autophagy HCS: autophagy modulators in MEF cells, primary screen, imaging, high-content, MEF GFP-LC3; MEF GFP-LC3 puncta imaging; test concentration mostly 10 µM; calls only at 10 µM (by protocol); 190,000 tested, 0.98% active;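 active = percentage of spot-positive cells more than 3 SD above its plate mean, without a fluorescence outlier flag or 80% toxicity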;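 note: spot-positive cell cutoff set from DMSO-treated cells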
# Yfh1-off respiration: enhancers of respiration in Yfh1-depleted yeast, dose response, Friedreich's ataxia, plus single-dose screen (AID 1465); S. cerevisiae Yfh1-off respiration, WST-1 reduction, 72 h; higher fold induction means a stronger effect; one-dose fold induction at 50 µM; EC50 in µM for titrated hits; 220,000 tested, 0.074% active;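 active = fold induction of absorbance versus untreated yeast above a set limit, then at least 30% activation at any dose in follow-up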;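 note: activators that raise dye reduction in frataxin-depleted yeast; strong numbers were not always called active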
# b-catenin transl: modulators of beta-catenin nuclear translocation, primary screen, imaging, HeLa cells, immunofluorescence, high-content. nuclear translocation activity, % at 5 µM. 190,000 tested, 0.3% active;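 active = nuclear translocation activity above 50% at 5 µM, with a well cell count of 50 or more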;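 note: per-cell ratio of nuclear to cytoplasmic median beta-catenin stain intensity; plate controls were DMSO negative control for no effect and GSK-3 inhibitor IX positive control for full effect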
#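 Read-out: Nuclear/cytoplasmic beta-catenin signal ratio, % activation | Assay system: Human HeLa cell line | Times: 24 h compound exposure at 37°C, 5% CO2 | Signal: Fluorescence imaging of beta-catenin antibody stain plus DAPI | Dosing: 5 µM primary, 0.02–20 µM confirmation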
# AID2073: inhibitors of Mint1-CaV2.2 protein interaction, biochemical, HTRF (AID 2073); 290,000 tested, 0.19% active; HTRF protein-protein interaction, Mint1-CaV2.2; higher % means a stronger effect; inhibition, % at 20 µM; hits with a dose series show IC50 in µM; in the data active = inhibition mostly above about 51%, no sharp cut-off; note: some results filed as inactive read as strong as hits
# WT yeast gro inh: growth inhibition of WT strain, primary screen, mitochondrial fusion inhibitor project, WT and mutant strains, chemical genetic. mitochondrial fusion phenotypic screen. 190,000 tested, 2.1% active. inhibition, % at 10 µM; in the data active = inhibition above about 58%; tested in S. cerevisiae
# HIV fusion peptide: inhibitors of HIV fusion peptide binding, primary screen, biochemical, uHTS, fluorescence dequenching (AID 1986) | one-dose inhibition, % at 20 µM; IC50 in µM for titrated hits | cell-free peptide binding, fluorescence dequenching, 30 min; higher % means a stronger effect | 290,000 tested, 0.3% active; in the data active = inhibition mostly above about 52%, no sharp cut-off; inactive = mostly below about 76%; note: some results filed as inactive read as strong as hits
# Dynein cargo inh: inhibitors of GR-EGFP nuclear translocation, primary screen, dynein cargo transport inhibitor project, imaging, high-content, 3617.4 mouse cells; 220,000 tested, 0.47% active; z-score, hits read low; AID 1381, 2008; test concentration mostly 20 µM; stimulated with dexamethasone, 1 µM; hits give low values;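 active = plate z-score of nuclear minus cytoplasmic receptor signal below a set negative limit, without overly bright fluorescence or cell loss, cut at about -3.5 in these data, passing the limit was not always enough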;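 note: z-score of nuclear minus cytoplasmic ring GR-EGFP intensity difference per well; some compounds called inactive have numbers as strong as hits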
#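 Buffer or medium: Induction medium lacking tetracycline, stripped serum | Also added: Dexamethasone agonist, 1.0 µM final, for 30 min | Timing: 48 h induction, 1 h compound, 30 min dex at 37 °C | Detection: Formaldehyde fixation, Hoechst nuclear stain, 10x automated fluorescence imaging | Measure: Nuclear versus cytoplasmic GR-EGFP signal, averaged per well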
# WT yeast gro inh mutant strain: also measured in WT yeast gro inh; calls as there; inhibition, %; mitochondrial fusion phenotypic screen, mutant strain inhibition
# Dynein cargo inh cytoplasmic EGFP: also measured in Dynein cargo inh; calls as there; z-score; measured here: cytoplasmic GR-EGFP intensity; hits give high values
# Dynein cargo inh nuclear GR-EGFP: further read-out of Dynein cargo inh, marked with its call; z-score; measured here: nuclear GR-EGFP intensity;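 lower value marks the stronger effect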
# Dynein cargo inh cell count: recorded beside Dynein cargo inh, whose call it bears; z-score; measured here: cell count per field
# Ins promoter up cell count: also measured in Ins promoter up; calls as there; cell count; measured here: cytotoxicity, nuclei count;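 total cells summed across four imaged fields per well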
# b-catenin transl cell count 5 µM: also measured in b-catenin transl; calls as there; cell count; measured here: cell count, cytotoxicity flag
# MT stabilize HCS Hoechst-high %: second read-out of MT stabilize HCS, no call of its own (marks repeat the call); % Hoechst-high responders; measured here: nuclear condensation Hoechst responders;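 share of cells brighter than vehicle mean plus two SD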
# MT stabilize HCS cytotoxicity %: also measured in MT stabilize HCS; calls as there; toxicity, %; measured here: cytotoxicity by cell density;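 0% = mean cell density of plate MIN control wells and 100% = no cells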
# Autophagy HCS cell loss 18 h: recorded beside Autophagy HCS, whose call it bears; toxicity, %; measured here: cell loss, nuclei count;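 cell loss after 18 h compound exposure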
# The depositor's hits bear a star; i = inactive; · = no result given.
SMILES,MT stabilize HCS,MT stabilize HCS Hoechst-high %,MT stabilize HCS cytotoxicity %,Ins promoter up,Ins promoter up cell count,Autophagy HCS,Autophagy HCS cell loss 18 h,Yfh1-off respiration,b-catenin transl,b-catenin transl cell count 5 µM,AID2073,WT yeast gro inh,WT yeast gro inh mutant strain,HIV fusion peptide,Dynein cargo inh,Dynein cargo inh cytoplasmic EGFP,Dynein cargo inh nuclear GR-EGFP,Dynein cargo inh cell count
Cc1ccc(-n2nnc3c(=O)n(Cc4ccccn4)cnc32)cc1C,3.8,1.3,3.0,1.1,1221,i,2,i,1.7,1131,2%,6,5,-0.7%,0.16,-0.28,-0.27,0.33
Nc1c(-c2ccccc2)c(CSc2nc3ccccc3[nH]2)nn1-c1ccc(Cl)cc1,1.9,2.2,4.5,-0.7,914,i,-8,i,-1.4,885,3%,72*,25*,0.3%,0.69,-0.29,0.06,-0.1
N#C/C(=C\c1ccc(-c2ccccc2)cc1)c1nc(-c2ccco2)cs1,4.2,2.2,7.4,0.21,1571,i,-1,i,2.0,1124,1%,-8,3,-0.6%,-0.76,-0.3,-0.67,0.86
O=C(N/N=C/c1ccc[nH]1)c1cc(-c2ccc(Cl)cc2)nc2ccccc12,7.4,17,20,-1.4,1484,i,-17,i,-1.3,999,36%,69*,40*,5.9%,0.59,-0.26,0.39,0.12
CCN1CN=C(NS(=O)(=O)c2ccc(C)cc2)NC1,1.5,2.1,2.3,·,·,i,2,i,0.7,1137,0%,-15,7,-0.6%,-0.42,-0.088,-0.072,0.69
O=C(CSc1ccc2nnc(-c3ccccc3)n2n1)NCc1ccc2c(c1)OCO2,7.8,4.9,9.3,-0.06,1868,i,8,·,-0.8,1093,2%,-3,-10,3.0%,0.12,-0.26,0.066,0.58
CCN1C(=O)CCCc2ccccc21,5.0,1.5,8.0,0.44,1639,i,31,i,-2.3,1110,2%,-8,5,2.7%,2.1,-0.13,1.6,-1.5
Cc1c(NC(=O)c2cc3nc(-c4ccc(Br)cc4)cc(C(F)(F)F)n3n2)c(=O)n(-c2ccccc2)n1C,1.6,2.5,25,-0.44,1154,i,2,i,-2.5,1192,6%,7,-4,1.3%,-0.82,-0.22,-0.3,0.015
Cc1ccc(C2C3=C(CCCC3=O)N=C3c4ccccc4C(=O)C32)cc1 (stereo not drawn),3.9,4.7,3.7,-0.58,1428,i,7,i,-2.1,557,-14%,-11,-8,-4.4%,-0.018,-0.34,-0.19,0.1
COc1ccc(C)cc1NC(=O)c1ccc([N+](=O)[O-])cc1[N+](=O)[O-],2.2,1.6,7.8,-0.42,1495,i,-6,i,-1.3,913,-5%,-20,-4,-0.9%,-0.52,-0.28,-0.094,0.96
Cc1ccc(C(=O)Nc2ccc3c(c2)ncn3C)cc1,2.9,2.5,7.2,-0.77,1247,i,-2,·,-1.0,1177,4%,4,-4,-0.1%,-1,-0.19,-0.47,0.79
COc1ccccc1/C=N\Nc1cc(C)nc(-n2nc(C)cc2C)n1,3.5,0.4,3.1,·,·,i,24,i,0.7,900,-1%,69*,28*,-1.3%,-0.61,-0.24,-0.63,0.12
Cc1ccc(NC(=O)COC(=O)CCc2ccc(S(=O)(=O)N3CCOCC3)cc2)cc1F,4.0,2.3,7.6,-0.6,1288,i,1,i,-4.2,1104,-8%,10,12,-0.5%,-0.27,-0.29,-0.2,-0.59
O=[N+]([O-])c1nn(-c2ccc3c(c2)OCCO3)n(O)c1=NCc1ccc(F)cc1,2.9,2.0,3.2,0.71,1303,i,35,i,-1.6,914,-3%,7,-6,-3.5%,2,0.24,1.2,-1.5
Cc1ccc(Cn2c(=O)c3cccnc3n(CC(=O)Nc3cccc(C(F)(F)F)c3)c2=O)cc1,3.4,3.6,7.2,0.37,1237,i,-1,i,-0.4,1043,15%,9,-8,-0.7%,-0.76,-0.21,0.39,0.28
Cc1ccc(CSc2nnc(Cn3c(=O)sc4ccccc43)n2C)cc1,2.8,1.8,2.6,0.15,1311,i,20,i,-3.1,1238,4%,12,6,-1.8%,-0.69,-0.22,-0.039,0.38
Fc1ccc(CNCCC(Cc2ccccc2)c2ccco2)cc1 (stereo not drawn),·,·,·,-0.96,1002,·,·,i,1.7,1333,-8%,·,·,-0.4%,-0.14,-0.24,-0.11,0.21
CC1CCCCN1S(=O)(=O)c1ccc(C(=O)Nc2nnc(-c3ccccc3Cl)o2)cc1 (stereo not drawn),3.7,2.3,6.5,-1.3,834,i,-2,·,·,·,7%,22,-24,-0.1%,0.18,-0.21,0.52,-0.24
N[C@@H](Cc1ccc(O)cc1)c1nnc([C@H](CC(=O)O)NC(=O)C2CCNCC2)o1,3.3,2.1,11,0.38,1317,i,-9,i,3.5,1108,1%,1,1,0.0%,0.12,-0.16,0.39,-0.77
O=C(N/N=C/C1CC=CCC1)c1cc(Br)ccc1O (stereo not drawn),3.2,2.0,5.3,0.12,1324,i,2,i,-1.5,988,3%,0,-13,7.7%,-0.65,-0.31,-0.46,0.49

# The closing three compounds of the part above are carried over, then new ones follow.
SMILES,MT stabilize HCS,MT stabilize HCS Hoechst-high %,MT stabilize HCS cytotoxicity %,Ins promoter up,Ins promoter up cell count,Autophagy HCS,Autophagy HCS cell loss 18 h,Yfh1-off respiration,b-catenin transl,b-catenin transl cell count 5 µM,AID2073,WT yeast gro inh,WT yeast gro inh mutant strain,HIV fusion peptide,Dynein cargo inh,Dynein cargo inh cytoplasmic EGFP,Dynein cargo inh nuclear GR-EGFP,Dynein cargo inh cell count
CC1CCCCN1S(=O)(=O)c1ccc(C(=O)Nc2nnc(-c3ccccc3Cl)o2)cc1 (stereo not drawn),3.7,2.3,6.5,-1.3,834,i,-2,·,·,·,7%,22,-24,-0.1%,0.18,-0.21,0.52,-0.24
N[C@@H](Cc1ccc(O)cc1)c1nnc([C@H](CC(=O)O)NC(=O)C2CCNCC2)o1,3.3,2.1,11,0.38,1317,i,-9,i,3.5,1108,1%,1,1,0.0%,0.12,-0.16,0.39,-0.77
O=C(N/N=C/C1CC=CCC1)c1cc(Br)ccc1O (stereo not drawn),3.2,2.0,5.3,0.12,1324,i,2,i,-1.5,988,3%,0,-13,7.7%,-0.65,-0.31,-0.46,0.49
Cc1noc(C)c1S(=O)(=O)N(CCc1ccccc1)Cc1ccccc1,8.0,1.7,4.7,-0.02,1551,i,4,i,-1.3,930,2%,70*,20*,-1.5%,-0.23,-0.053,0.16,-0.18
Cc1ccc(NC(=S)NC2CCCC2)cc1,2.5,1.9,6.2,-0.43,1512,i,9,i,-0.7,1319,13%,2,-5,-0.8%,0.023,-0.17,-0.039,-0.68
CCOC(=O)N1CCN(C(=O)C(C)N(c2ccccc2)S(C)(=O)=O)CC1 (stereo not drawn),2.3,2.2,8.7,-0.14,1493,i,1,i,0.9,979,8%,2,3,2.4%,-0.39,-0.33,-0.33,0.74
CC(C)(C)NC(=O)NC(=O)COC(=O)Cn1c(C(F)(F)F)nc2ccccc21,4.5,3.7,8.1,0.08,853,i,-19,i,-3.0,1177,51%,18,34,2.7%,-1.4,-0.27,-0.42,0.56
Cc1c(OC(C(=O)O)c2ccccc2)ccc2c(-c3ccccc3)cc(=O)oc12 (stereo not drawn),·,·,·,-0.24,1127,·,·,i,1.2,1251,11%,·,·,7.7%,-0.091,-0.14,0.5,-0.12
CC(=O)Nc1ccccc1NC(=O)C/C(C)=N/NC(=O)c1ccncc1,2.7,1.4,6.9,0.12,1472,i,6,i,-0.1,1446,-3%,-4,2,-0.7%,0.21,-0.32,-0.15,0.47
c1ccc(-n2nnnc2SCc2cccc3nsnc23)cc1,3.8,3.2,5.9,0.72,1290,i,-5,i,-8.3,947,13%,9,6,4.7%,1.3,0.6,1.1,-1.7
CCn1c(NC(=O)c2cccs2)nc2ccccc21,4.8,4.0,9.5,0.05,962,i,-10,i,0.8,707,6%,17,25,-1.4%,-0.61,-0.26,-0.3,0.47
COc1ccc(-n2c(Cc3cc(=O)[nH]c(=O)[nH]3)nnc2SCC(=O)NC2CCCC2)cc1,6.4,3.0,2.1,-0.63,1005,i,0,i,·,·,-3%,12,13,2.5%,-0.81,-0.24,-0.44,0.5
Cc1ccc2c(C)c(C(=O)N3CCC(N4CCC(C(=O)NC5CC5)CC4)CC3)oc2c1,·,·,·,-0.29,1099,·,·,i,1.4,1364,-6%,·,·,1.4%,-0.94,-0.28,-0.42,2.5
COCCNC(=O)c1ccccc1NC(=O)CN(c1ccc2c(c1)OCO2)S(C)(=O)=O,8.0,3.6,6.2,-1.3,1304,i,-1,i,·,·,-6%,-11,-58,-1.2%,-1,0.13,-0.33,0.21
CC(=O)N1c2ccccc2C(=O)C1N1CCCCC1 (stereo not drawn),2.0,2.9,9.5,·,·,i,14,i,·,·,8%,14,-3,1.2%,-0.037,-0.17,0.33,0.48
Cc1ccc(C2=CC(c3ccc(N(C)C)cc3)n3nnnc3N2)cc1 (stereo not drawn),4.6,4.3,2.3,0.85,996,i,8,i,2.2,1085,12%,14,4,0.2%,0.5,0.28,0.55,-0.28
COC(=O)C1C(=O)c2c([nH]c(C(=O)OCC3CCCO3)c2C)CC1C (stereo not drawn),4.5,1.3,4.5,0.55,1828,i,7,i,3.1,1121,19%,-3,-1,-1.6%,-0.67,-0.16,-0.014,0.42

# Compounds were not picked by outcome. About 4.2% of those tested had a hit in this group.
